Abeta rescue = compounds reversing amyloid beta toxicity in yeast. hit rate 0.063% among 410,000. yeast expressing A-beta42, growth rescue, OD600, 48 h; response scale: 0% DMSO, 100% iron-clioquinol control. Potency, µM (highest dose often 46.1 µM), without a hit: top-dose growth rescue, most hits filed as activators; further: potency means the concentration at half of the fitted maximal effect; nearly all actives have a fitted effect of over 55% in size
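Yeast A-beta toxicity model in growth medium with pinned compounds, 48 h at 30 C; growth read as absorbance at 600 nm. Normalized to FeCl3/clioquinol equimolar mix (positive) and DMSO (negative).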
aSyn rescue = rescues yeast growth from alpha-synuclein toxicity; Yeast expressing alpha-synuclein, growth rescue, BacTiter-Glo, 24 h; Potency, µM (doses to about 46.1 µM), for inactives: top-dose growth rescue (activation), usual class: activators; hit rate 0.14% among 370,000; AID 652106; further: potency means the concentration at half of the fitted maximal effect; % of control where 0% means no effect; nearly all actives have a fitted effect of over 65% in size
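Readout is rescue of growth in alpha-synuclein-expressing yeast, so inhibitors of toxicity appear as activators. Growth after 24 hr at 30 deg C in galactose medium is quantified by luminescence.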
EPAC1 ag = agonists of human EPAC1; Potency, µM (doses to about 154 µM), without a hit: top-dose activation, most hits filed as activators; O95398; AID 720707; EPAC1 agonist qHTS, biochemical assay; response scale: 100% = response to 6.5 mM cAMP; hit rate 0.073% among 360,000; further: potency means the concentration at half of the fitted maximal effect; nearly all actives have a fitted effect of over 60% in size
Target sequence (O95398 whole entry, looked up): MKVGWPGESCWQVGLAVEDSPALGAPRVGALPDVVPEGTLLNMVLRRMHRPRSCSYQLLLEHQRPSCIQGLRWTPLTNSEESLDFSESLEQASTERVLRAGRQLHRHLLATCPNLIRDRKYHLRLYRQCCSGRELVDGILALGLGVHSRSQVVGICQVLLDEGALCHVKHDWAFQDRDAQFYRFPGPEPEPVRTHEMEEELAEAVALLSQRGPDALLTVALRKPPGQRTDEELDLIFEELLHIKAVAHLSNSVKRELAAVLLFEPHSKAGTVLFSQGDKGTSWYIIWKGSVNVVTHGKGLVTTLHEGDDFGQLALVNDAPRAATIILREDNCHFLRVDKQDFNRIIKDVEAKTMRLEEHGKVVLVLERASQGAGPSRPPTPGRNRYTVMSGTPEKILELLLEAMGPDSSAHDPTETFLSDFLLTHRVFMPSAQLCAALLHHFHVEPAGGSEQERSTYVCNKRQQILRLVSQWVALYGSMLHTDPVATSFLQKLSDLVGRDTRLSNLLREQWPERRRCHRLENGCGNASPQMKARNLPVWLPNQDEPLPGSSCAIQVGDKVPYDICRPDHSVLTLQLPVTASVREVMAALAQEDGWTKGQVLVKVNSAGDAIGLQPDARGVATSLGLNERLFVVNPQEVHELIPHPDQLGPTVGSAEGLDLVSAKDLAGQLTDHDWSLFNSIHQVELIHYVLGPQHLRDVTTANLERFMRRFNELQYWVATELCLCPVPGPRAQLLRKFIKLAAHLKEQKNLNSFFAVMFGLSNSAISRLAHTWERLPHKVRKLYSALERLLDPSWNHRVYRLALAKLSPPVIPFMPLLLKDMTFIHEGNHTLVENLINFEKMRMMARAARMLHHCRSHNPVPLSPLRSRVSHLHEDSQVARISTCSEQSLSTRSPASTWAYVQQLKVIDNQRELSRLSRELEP
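Read-out is the fluorescence drop as BODIPY-GDP leaves Rap1B (480 nm excitation, 540 nm emission), recorded every 5 minutes over 30 minutes. Reactions held 100 nM EPAC1, 250 nM Rap1B–BODIPY-GDP and 50 uM GDP, with 6.5 mM cAMP setting full activation.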
EPAC1 antagonist = blocks human EPAC1 exchange factor. EPAC1 GEF assay, Rap1b-BODIPY-GDP exchange fluorescence. hit rate 0.14% among 360,000. Potency, µM (top dose mostly 115 µM), for inactives: at the top dose activity change, negative = inhibition, actives largely listed as inhibitors;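 further: potency means the concentration at half of the fitted maximal effect; plate controls were vehicle for no effect and positive control for full effect; nearly all actives have a fitted effect of over 50% in size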
PI5P4Ka inh = blocks human PI5P4K alpha kinase activity | P48426 | PI5P4Kalpha enzyme, ADP-Glo luminescence, 60 min; active compounds read low | max response, % | hit rate 1.2% among 330,000 | AID 652105; active means max response of -50% or lower; inconclusive means between -30% and -50%; inactive means -30% or higher; further: value at the top dose of about 77 µM; on the % scale 0 is the no-effect control and ±100 the full control effect
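Reactions run in 0.038 M HEPES pH 7.4, 0.28 mM EGTA, 0.1% CHAPS and 5% DMSO, with PI5P4Kalpha, substrate, compound and 5 microM ATP final, one hour at room temperature. Readout is ADP-Glo luminescence.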
FUS yeast rescue = FUS proteinopathy suppression in yeast; hit rate 0.24% among 390,000; AID 1347120; S. cerevisiae FUS-expressing, growth rescue, OD600, 24 h; Potency, µM (highest dose often 76.6 µM), inactives show at the highest dose growth rescue (activation), usual class: activators;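 further: potency means the concentration at half of the fitted maximal effect; plate controls were DMSO vehicle for no effect and reference control for full effect; nearly all actives have a fitted effect of over 55% in size; some results filed as inactive show a strong effect at the top dose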
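Quantitative HTS measuring growth restoration of FUS-toxic yeast. Galactose-induced cells (OD 0.005) were exposed 24hr at 30C to compounds at several concentrations, then absorbance at 600 nm was recorded.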
PLK1 PBD inh = inhibitors of human PLK1 polo-box domain binding; P53350; Plk1 PBD binding of FITC phosphopeptide, fluorescence polarization; Potency, µM, without a hit: max response, negative = inhibition, most hits filed as inhibitors; hit rate 2.8% among 360,000; further: potency means the concentration at half of the fitted maximal effect; series mostly up to about 57 µM; on the % scale 0 is the no-effect control and ±100 the full control effect; nearly all actives have a fitted effect of over 65% in size
WRN inhibitor = WRN helicase (human) inhibition | Potency, µM (doses to about 114 µM), without a hit: at the top dose activity change, negative = inhibition, hits mostly inhibitors | WRN helicase unwinding, fluorescent forked duplex, kinetic | Q14191 | AID 651768 | hit rate 0.46% among 360,000; further: potency means the concentration at half of the fitted maximal effect; on the % scale 0 is the no-effect control and ±100 the full control effect; nearly all actives have a fitted effect of over 55% in size
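WRN at 20 nM final was preincubated with compound for 15 min at room temperature; reaction started with 100 nM forked duplex oligonucleotide carrying fluorophore and quencher plus 2 mM ATP (final). Unwinding followed kinetically by red fluorescence (ex 525/em 598 nm).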
IL-2 act = IL-2 activation | IL-2 activation reporter assay, cell-based qHTS; stimulated with anti-CD3/CD4/CD28 beads; in transgenic mouse T cells | activation, % (series mostly up to about 46 µM) | hit rate 0.065% among 360,000; in the data active means activation above about 50%; inconclusive means mostly about 30% to 49%; further: 0% is about no effect
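Screening format: compound pinned onto unstimulated transgenic mouse T cells, 60 min incubation, then anti-CD3/anti-CD4/anti-CD28 bead stimulation for 18 hours at 37 degrees C, followed by EGFP and DsRed detection.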
The depositor's hits bear a star; u = inconclusive; x = not tested or not shown; [ ] = remark or other dose. Unless noted, the call rests on the fitted dose curve; in most records, active means well fitted curve in the direction sought with a large enough effect; inconclusive means small, poorly fitted or top-dose-only effect, or another doubt; inactive means no such curve, though single readings can be large; an effect the other way counts as inactive or inconclusive.

#1 Cc1ccc(S(=O)(=O)N(CC(=O)NCc2ccco2)C2CCCCC2)cc1
#2 O=C1c2ccccc2CCC12N=NCC2c1ccc(Br)cc1 (stereo not drawn)
#3 COc1cc(S(=O)(=O)N2CCN(C(=O)c3ccccc3)CC2)c(OC)cc1Br
#4 CSc1nc(C)cc(-n2ccc(=O)[nH]c2=O)n1
#5 CCCCCC(=O)Cc1cc(O)cc2c1C(=O)Oc1cc(O)c(C(=O)O)c(CCCCC)c1O2
#6 COc1ccc(-c2cc3nc(C)cc(-c4ccc(OC)cc4)n3n2)cc1
#7 CC(C)(C)OC(=O)C(Cl)(C(=O)OC(C)(C)C)c1ccc2nnnn2n1
#8 Nc1nnnn1/N=C/c1ccc(N2CCCCC2)c([N+](=O)[O-])c1
#9 O=C(O)CSc1nnc(SCc2cccc3ccccc23)s1
#10 CCn1cc(C2=NC(C)(C)CO2)c2ccccc21

entry no.	1	2	3	4	5	6	7	8	9	10
Abeta rescue	4%	-8%	-8%	5%	8%	10%	-11%	5%	7%	12%
aSyn rescue	15%	x	2%	1%	8%	2%	-9%	5%	0%	1%
EPAC1 ag	-1%	22%	8%	6%	-10%	11%	-3%	-3%	2%	10%
EPAC1 antagonist	-1%	-7%	-29%	-1%	40µM*	0%	-26%	-9%	-5%	5%
PI5P4Ka inh	x	8	-6	x	-76*	16	-1	3	x	x
FUS yeast rescue	6%	17%	29%	18%	u	6%	10%	8%	9%	7%
PLK1 PBD inh	-10%	-2%	-16%	-1%	24µM*	6%	u	-7%	-4%	0%
WRN inhibitor	0%	-11%	-4%	-5%[11.6 µM]	45µM*	-3%	-10%	-24%	2%	4%
IL-2 act	-2.2	0.9	-0.3	0.0	0.4	-0.6	0.1	0.8	-2.7	-2.1

Limited to aSyn rescue, for some of the entries so far:
item | SMILES | aSyn rescue
6 | COc1ccc(-c2cc3nc(C)cc(-c4ccc(OC)cc4)n3n2)cc1 | 2%
7 | CC(C)(C)OC(=O)C(Cl)(C(=O)OC(C)(C)C)c1ccc2nnnn2n1 | -9%

(cont.)
#11 Cc1c(N=Cc2ccc[nH]2)c(=O)n(-c2ccccc2)n1C
#12 Cc1cccn2c(=O)c3cc(C(=O)NC4CCS(=O)(=O)C4)sc3nc12 (stereo not drawn)
#13 COC(=O)[C@]12CCCCC=C1N(CCC1=CCCCC1)C(=O)[C@H](CC(=O)NCc1cccc3ccccc13)C2
#14 CCC1CCCCN1C(=O)Cn1nc([N+](=O)[O-])c(Cl)c1C (stereo not drawn)
#15 COCCNC(=O)c1ccc2c(c1)nc(C)n2-c1cccc(F)c1
#16 CSc1nc(N)nc(-c2cccs2)c1C#N
#17 Cn1c(=S)n(/N=C/c2cccs2)c2ccccc21
#18 O=C(NC1CCCCC1)N1CCN(c2ncccn2)CC1
#19 COC(=O)c1ccccc1NC(=O)C(=O)NCC1CCCO1 (stereo not drawn)
#20 COc1ccc(N(C(=O)c2csnn2)C(C(=O)NC2CCCC2)c2ccccc2)cc1 (stereo not drawn)

entry no.	11	12	13	14	15	16	17	18	19	20
Abeta rescue	-4%	-16%	0%	-20%	-4%	-29%	-6%	-2%	-16%	-7%
aSyn rescue	2%	-1%	u	-2%	-7%	8%	-1%	-8%	-4%	3%
EPAC1 ag	1%	-6%	-5%	-2%	4%	4%	9%	1%	-4%	-9%
EPAC1 antagonist	3%	-10%	-7%	4%	10%	-7%	-2%	8%	-4%	4%
PI5P4Ka inh	x	-8	5	-50*	4	-11	22	x	-4	13
FUS yeast rescue	10%	-11%	u	1%	x	-17%	0%	27%	x	4%
PLK1 PBD inh	2%	-5%	-3%	-14%	-9%	-2%	4%	-1%	-5%	0%
WRN inhibitor	-1%	-3%	-11%	-4%	-28%	-35%[57.1 µM]	-5%	8%	2%	5%
IL-2 act	0.8	-1.2	-0.7	-0.1	-0.3	-1.3	0.0	-1.6	0.0	-0.4

#21 C[C@@H]1COc2cccc(N(C)CCO)c2S(=O)(=O)N1
#22 Cc1ccc(C)c(NC(=S)NC2CC3CCCC(C2)N3CC(C)C)c1 (stereo not drawn)
#23 CN(c1ccccc1C(=O)O)S(=O)(=O)c1ccc2c3c(cccc13)C(=O)N2
#24 c1ccc2c(c1)CNc1ccccc1C2
#25 O=C(c1cc(COc2ccc(F)cc2F)on1)N1CCN(C(=O)c2ccco2)CC1
#26 COc1ccc(-c2cc(C(=O)O)no2)cc1
#27 CCc1ccc(C(=O)Nc2nnn(CC)n2)cc1
#28 COC(=O)c1ccc(COc2ccc(/C=N/NC(N)=S)cc2)o1
#29 C=CCn1c(C)c(C(C)=O)cc(NC(=O)c2ccccc2)c1=O
#30 COc1ccc(C2(c3ccc(OC)cc3)NC(=O)N(CC(=O)Nc3ccccc3C(F)(F)F)C2=O)cc1

entry no.	21	22	23	24	25	26	27	28	29	30
Abeta rescue	-16%	15%	16%	-6%	-10%	-5%	-2%	6%	-5%	9%
aSyn rescue	-9%	-2%	4%	-3%	4%	2%	0%	0%	1%	10%
EPAC1 ag	12%	0%	1%	11%	7%	6%	-3%	-8%	0%	-2%
EPAC1 antagonist	-1%	-13%	5%	-4%	-4%	10%	-3%	9%	-4%	-15%
PI5P4Ka inh	0	x	-56*	-1	-18	-6	x	-1	-11	-9
FUS yeast rescue	-16%	26%	-8%	26%	x	3%	20%	-15%	12%	x
PLK1 PBD inh	-2%	-10%	-13%	-15%	-10%	-6%	-3%	u	-9%	3%
WRN inhibitor	1%	10%	u	5%	-36%	-5%	5%	1%	-2%	-3%
IL-2 act	0.3	-1.0	0.1	-3.0	-2.9	-2.5	-0.7	-0.4	9.2	-0.5

The closing 2 records of the part before come first, to join the parts:
#29 C=CCn1c(C)c(C(C)=O)cc(NC(=O)c2ccccc2)c1=O
#30 COc1ccc(C2(c3ccc(OC)cc3)NC(=O)N(CC(=O)Nc3ccccc3C(F)(F)F)C2=O)cc1
#31 CN(C)C(=O)CCc1ccc2c3c([nH]c2c1)[C@]1(CCC2CCCC2)[C@@H](C(=O)N2CCOCC2)C[C@H](CC(=O)NCC24CC5CC(CC(C5)C2)C4)C(=O)N1CC3
#32 COc1ccc(N=Cc2c(C)[nH][nH]c2=O)cc1
#33 COC(=O)c1ccsc1NC(=O)CCc1ccccc1
#34 CC1CCC(N2CCN(c3ncccn3)CC2)CC1 (stereo not drawn)
#35 CCSc1cc(N2CCCC2)nc(-c2ccc(Cl)cc2)n1
#36 COC(=O)C(Cc1ccccc1)OS(N)(=O)=O (stereo not drawn)
#37 Cc1ccc(NC(=O)CSc2nc(=O)n(CCCN(C)C)c3c2CCC3)c(C)c1
#38 O=C(COC(=O)Cc1c[nH]c2ccccc12)Nc1c(Cl)cccc1C(F)(F)F
#39 O=C(c1ccc(Cl)cc1)N1CCCC(C(=O)N2CCN(c3ccccc3)CC2)C1 (stereo not drawn)
#40 Cc1ccccc1CSc1nc2c(c(=O)[nH]1)CCC2

entry no.	29	30	31	32	33	34	35	36	37	38	39	40
Abeta rescue	-5%	9%	-8%	-7%	0%	13%	-18%	4%	11%	-1%	13%	15%
aSyn rescue	1%	10%	0%	-2%	0%	6%	-4%	-3%	-1%	0%	1%	4%
EPAC1 ag	0%	-2%	-16%	10%	21%	-5%	-14%	1%	0%	3%	7%	0%
EPAC1 antagonist	-4%	-15%	0%	-22%	u	6%	-6%	-1%	3%	6%	-17%	-1%
PI5P4Ka inh	-11	-9	3	3	-1	x	7	-3	-6	-2	1	x
FUS yeast rescue	12%	x	1%	-34%	-6%	14%	-10%	-27%	4%	14%	20%	20%
PLK1 PBD inh	-9%	3%	-8%	-6%	-3%	3%	-5%	-13%	-5%	0%	-11%	1%
WRN inhibitor	-2%	-3%	-10%	-3%	-3%	4%	-1%	-13%	2%	-5%	-1%	-16%
IL-2 act	9.2	-0.5	-0.9	-2.4	0.3	-1.2	-0.8	0.0	0.0	-2.3	0.8	-1.2

#41 CC(C)CN(C(=O)CCNC(=O)c1ccc(Cl)cc1)C1CCS(=O)(=O)C1 (stereo not drawn)
#42 Cc1cnc(C(=O)Nc2nccs2)cn1
#43 O=C(N/C(=C\c1cccnc1)C(=O)N1CCCCC1)c1cccc(Br)c1
#44 CCC(=O)N(c1nnc(SCC(=O)NN2C(=O)NC3(CCC(C)CC3)C2=O)s1)C1CC1 (stereo not drawn)
#45 CC(=O)NC(Cc1ccc(F)c(F)c1)C(=O)NC1CCN(c2c(Cc3ccccc3)c(C)nc3ncnn23)CC1 (stereo not drawn)

entry no.	41	42	43	44	45
Abeta rescue	-4%	3%	-2%	-9%	9%
aSyn rescue	-7%	-10%	0%	-2%[1.84 µM]	-2%
EPAC1 ag	-5%	-1%	0%	-3%	-7%
EPAC1 antagonist	-8%	5%	0%	21%	u
PI5P4Ka inh	-1	-11	-4	-6	2
FUS yeast rescue	8%	13%	-9%	u	20%
PLK1 PBD inh	-2%	-7%	6%	1%	-18%
WRN inhibitor	-4%	-10%	3%[57.1 µM]	4%	0%
IL-2 act	0.2	0.0	-0.6	-0.4	-0.4

High-throughput results (PubChem BioAssay)
